Screening results: PubChem BioAssay, National Center for Advancing Translational Sciences (NCATS)
ALOX12 inh = inhibitors of human 12S-lipoxygenase ALOX12; purified 12hLO, xylenol orange hydroperoxide absorbance; Potency, µM (series often up to 108 µM), inactives show top-dose activity change, negative = inhibition, hits mostly inhibitors; 1.1% of 580,000 active; active = well fitted inhibition curve with a large enough effect; inconclusive = small, poorly fitted or top-dose-only effect, or another doubt; inactive = no such curve, though single readings can be large or run the other way
Target sequence (P18054 whole entry, looked up): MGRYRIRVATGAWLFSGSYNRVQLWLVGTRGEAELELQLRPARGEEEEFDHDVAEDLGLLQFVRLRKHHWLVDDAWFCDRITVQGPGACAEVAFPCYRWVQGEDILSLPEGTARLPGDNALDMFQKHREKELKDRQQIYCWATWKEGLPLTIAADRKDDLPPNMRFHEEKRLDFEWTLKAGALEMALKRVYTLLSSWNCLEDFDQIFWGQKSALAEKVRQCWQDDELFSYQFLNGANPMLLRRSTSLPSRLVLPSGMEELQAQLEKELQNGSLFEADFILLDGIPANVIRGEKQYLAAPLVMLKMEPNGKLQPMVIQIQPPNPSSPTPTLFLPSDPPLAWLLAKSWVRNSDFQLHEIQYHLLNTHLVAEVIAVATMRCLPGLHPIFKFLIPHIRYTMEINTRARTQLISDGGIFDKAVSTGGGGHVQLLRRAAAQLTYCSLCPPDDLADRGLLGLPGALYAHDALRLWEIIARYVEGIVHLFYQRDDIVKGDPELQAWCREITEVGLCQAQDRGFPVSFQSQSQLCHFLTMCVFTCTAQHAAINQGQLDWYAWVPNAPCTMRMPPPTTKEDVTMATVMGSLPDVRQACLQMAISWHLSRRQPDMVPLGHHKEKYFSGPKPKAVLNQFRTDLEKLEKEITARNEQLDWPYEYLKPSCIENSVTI
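Purified human 12hLO at 150 nM in 25 mM Hepes, 0.01% Triton X-100, pH 7.0, preincubated 15 min at room temperature with compound. Reaction started with 40 uM arachidonic acid, 30 min at room temperature. Hydroperoxide measured by Fe-xylenol orange, 573/405 nm absorbance ratio.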
The depositor's hits bear a star; ? = inconclusive; [ ] = dose if it differs, or a comment. % is scaled to controls: 0 for no effect and ±100 for the full control effect; potency is read from the fitted curve at half-maximal effect.

Start of the listing, in advance, 18 compounds:
smiles | ALOX12 inh
O=[S+]1([O-])NC2(CCN(Cc3ccsc3)C2)COc2ccncc21 (stereo not drawn) | 7.9%[6.33 µM]
O=C(NC[C@H]1C[C@@H]2CCN1C[C@@H]2CN1CCCCC1)c1ccccc1 | 8.2%[176 µM]
Cc1ccc(CN2CC[C@H]3CC[C@@H](C2)N3)s1 | 47.5%[activator]
CN1CCN(C(=O)Cc2c[nH]c3ncc(-c4ccccc4Oc4ccccc4)cc23)CC1 | ?
N#Cc1cccc(NC(=O)NC[C@H]2C[C@@H]3CCN2C[C@@H]3CN2CCCCC2)c1 | 4.2%[176 µM]
CCNC(=O)NC[C@H]1C[C@@H]2CCN1C[C@@H]2c1cc(-c2ccccc2)nn1C | 17.9%[176 µM]
CC(C)NC(=O)C(C)Cl (stereo not drawn) | -28.9%
O=C(c1ccccc1)N1C[C@@H]2C[C@H](C1)c1ccc(-c3cccc(C(F)(F)F)c3)c(=O)n1C2 | -20.1%
CC(N)Cc1cccs1 (stereo not drawn) | -6.9%
O=C1NCc2ccccc2CC12CCCN(Cc1cccnc1)C2 (stereo not drawn) | 7.6%[6.33 µM]
O=C1NCCOCCCN[C@H]2CCCC[C@@H]12 | 10.1%
c1ccc(N2CC[C@@]3(CCCNC3)C2)nc1 | -7.5%[57.4 µM]
COc1ccc(C(=O)NC[C@H]2C[C@@H]3CCN2C[C@@H]3c2cc(-c3ccc4ccccc4c3)nn2C)cc1 | -0.6%
O=[S+]1([O-])NCC2(CCN(CC3CCOCC3)C2)Oc2ncccc21 (stereo not drawn) | 1.2%[6.33 µM]
CC[C@H]1CN2CC[C@H]1C[C@@H]2CNC(=O)c1ccc(N(C)C)cc1 | 32.0%[activator][176 µM]
Cn1nc(C(=O)NCC2(C)CCOCC2)c2ccccc21 | 38.6%[activator]
COc1ccc(NC(=O)N2[C@H]3CC[C@@H]2c2cnc(-c4ccccc4)nc2C3)cc1OC | 19.8%
Brc1ccc2c(c1)CNCc1cnnn1-2 | -6.2%

All compounds of this part, from the start:
smiles | ALOX12 inh
O=[S+]1([O-])NC2(CCN(Cc3ccsc3)C2)COc2ccncc21 (stereo not drawn) | 7.9%[6.33 µM]
O=C(NC[C@H]1C[C@@H]2CCN1C[C@@H]2CN1CCCCC1)c1ccccc1 | 8.2%[176 µM]
Cc1ccc(CN2CC[C@H]3CC[C@@H](C2)N3)s1 | 47.5%[activator]
CN1CCN(C(=O)Cc2c[nH]c3ncc(-c4ccccc4Oc4ccccc4)cc23)CC1 | ?
N#Cc1cccc(NC(=O)NC[C@H]2C[C@@H]3CCN2C[C@@H]3CN2CCCCC2)c1 | 4.2%[176 µM]
CCNC(=O)NC[C@H]1C[C@@H]2CCN1C[C@@H]2c1cc(-c2ccccc2)nn1C | 17.9%[176 µM]
CC(C)NC(=O)C(C)Cl (stereo not drawn) | -28.9%
O=C(c1ccccc1)N1C[C@@H]2C[C@H](C1)c1ccc(-c3cccc(C(F)(F)F)c3)c(=O)n1C2 | -20.1%

Continuation:
smiles | ALOX12 inh
CC(N)Cc1cccs1 (stereo not drawn) | -6.9%
O=C1NCc2ccccc2CC12CCCN(Cc1cccnc1)C2 (stereo not drawn) | 7.6%[6.33 µM]
O=C1NCCOCCCN[C@H]2CCCC[C@@H]12 | 10.1%
c1ccc(N2CC[C@@]3(CCCNC3)C2)nc1 | -7.5%[57.4 µM]
COc1ccc(C(=O)NC[C@H]2C[C@@H]3CCN2C[C@@H]3c2cc(-c3ccc4ccccc4c3)nn2C)cc1 | -0.6%
O=[S+]1([O-])NCC2(CCN(CC3CCOCC3)C2)Oc2ncccc21 (stereo not drawn) | 1.2%[6.33 µM]
CC[C@H]1CN2CC[C@H]1C[C@@H]2CNC(=O)c1ccc(N(C)C)cc1 | 32.0%[activator][176 µM]
Cn1nc(C(=O)NCC2(C)CCOCC2)c2ccccc21 | 38.6%[activator]

Continuation:
smiles | ALOX12 inh
COc1ccc(NC(=O)N2[C@H]3CC[C@@H]2c2cnc(-c4ccccc4)nc2C3)cc1OC | 19.8%
Brc1ccc2c(c1)CNCc1cnnn1-2 | -6.2%
C[C@@]12CC[C@@H](c3cc4c(cc3C1)OCO4)N2c1ccccc1 | ?
c1cnc(N2CCCC3(CCNCC3)C2)nc1 | -3.5%[57.4 µM]
COc1ccc(CC(=O)N2[C@H]3CC[C@@H]2c2cnc(-c4ccc(F)cc4)nc2C3)cc1OC | 29.2%
O=C(O)C1CC2(CCN(C(=O)CCc3ccncc3)CC2)CN1 (stereo not drawn) | 4.4%
Cc1cc(C)c2c(CCN)c(C)[nH]c2c1 | 16.0%
Cc1cccc(OCC(=O)N2[C@H]3CC[C@@H]2c2cnc(C)nc2C3)c1 | 33.1%[activator]

(listing goes on)
smiles | ALOX12 inh
c1cncc(-c2ccc3n2Cc2cnnn2-c2ccccc2-3)c1 | 39.4%[activator]
CCC1CN(C)CCC1(OC(=O)c1ccccc1)c1ccccc1 (stereo not drawn) | ?
N#Cc1cccc(NC(=O)NC[C@H]2C[C@@H]3CCN2C[C@@H]3CN2CCN(c3ncccn3)CC2)c1 | 0.8%
N#Cc1ccc(C(=O)N2C[C@@H]3C[C@H](C2)c2c(-c4ccc(Cl)cc4)ccc(=O)n2C3)cc1 | 5.0%[176 µM]
c1ccc(CCNC2CC2)cc1 | 5.4%
CC[C@H]1CN2CC[C@H]1C[C@@H]2CNS(=O)(=O)c1cccc(F)c1 | 12.9%[176 µM]
CC(=Cc1csc(C)n1)[C@@H]1C[C@H]2O[C@@H]2CCC[C@H](C)[C@@H](O)[C@@H](C)C(=O)C(C)(C)[C@@H](O)CC(=O)O1 | -5.8%[57.4 µM]
Cc1[nH]nc2c1C(c1ccc(OCC(N)=O)cc1)SCC(=O)N2 (stereo not drawn) | 3.5%

Later entries.
smiles | ALOX12 inh
COc1cc(C=O)cc2c1OCO2 | -25.1%
CCC1(N2CCN(C(=O)COc3cccc(Cl)c3)CC2)CCN(S(C)(=O)=O)C1 (stereo not drawn) | ?
CC(C)=CCCN1CCC(NC(=O)C(O)(c2ccccc2)C2CCCC2)CC1 (stereo not drawn) | 0.0%
NC[C@@H](CC(=O)O)c1ccc(Cl)cc1 | 1.5%
O=[N+]([O-])c1ccc(NC(c2ccccc2)c2ccccn2)c2ccncc12 (stereo not drawn) | -12.3%
C1CC[C@H]([C@@]23C[C@H](C[C@H]4CCCN[C@H]42)[C@@H]2CCCCN2C3)NC1 | -8.6%
CSC(=S)NCc1c[nH]c2ccccc12 | -0.1%
COc1cc2c(cc1Oc1ccccc1)NC(=O)C21CCN(Cc2nccn2C)CC1 | 15.4%[176 µM]

Next entries follow.
smiles | ALOX12 inh
CCC(CC)c1cc([C@H]2CN3CC[C@H]2C[C@@H]3CNC(=O)c2ccc(N(C)C)cc2)nc(-c2ccncc2)n1 | ?
O=C(Nc1ccccc1)N1C[C@@H]2C[C@H](C1)c1c(-c3cncnc3)ccc(=O)n1C2 | 22.9%[176 µM]
CCC1c2cccn2-c2ccccc2CN1C(=O)Nc1cc(F)ccc1F (stereo not drawn) | -8.1%
O=C(c1ccc(F)cc1)N1C[C@@H]2C[C@H](C1)c1c(-c3cc4ccccc4s3)ccc(=O)n1C2 | ?
COc1ccccc1NC(=O)Nc1ccc2n(c1=O)C[C@H]1C[C@@H]2CN(C(=O)C(=O)O)C1 | ?
COc1cccc(CNCCc2cccc(F)c2)c1 | ?
COc1c(/C=C(\C)[N+](=O)[O-])cc2c(c1OC)OCO2 | ?
COc1cc2c(cc1Oc1ccccc1)NC(=O)C21CCN(C(=O)C2CCN(C)CC2)CC1 | 5.7%

The results go on.
smiles | ALOX12 inh
C=C[C@H]1CN2CC[C@H]1C[C@@H]2CNC(=O)N1CCOCC1 | 40.4%[activator][176 µM]
Cc1ccc(C(=O)N2[C@H]3CC[C@@H]2c2cnc(-c4ccccc4)nc2C3)c(C)c1 | -11.2%
COc1ccc(-c2cn(C[C@H]3CC4CCN3C[C@@H]4C(=O)N3CCCC3)nn2)cc1 (stereo partly drawn) | 4.7%[176 µM]
CCCN1CCO[C@@H]2c3cc(O)ccc3OC[C@@H]21 | ?
CC(C)NC(=O)OC[C@H]1C[C@@H]2CCN1C[C@@H]2c1cc(-c2ccc3ccccc3c2)nn1C | -4.7%[176 µM]
COc1ccc2c(c1)C1(CCN(C(=O)c3ccc(C)cc3)C1)C(=O)N2 (stereo not drawn) | 18.2%
COc1cc2c(cc1OCC1CC1)NC(=O)C21CCN(C(=O)Cc2ccccc2)CC1 | 8.9%[176 µM]
COc1ccc(NC(=O)NC[C@H]2C[C@@H]3CCN2C[C@@H]3c2cc(-c3cccs3)nn2C)cc1 | -1.2%

Other results
smiles | ALOX12 inh
C=CCN1C[C@H](C)N(C(c2ccc(C(=O)N(CC)CC)cc2)c2cccc(OC)c2)CC1C (stereo partly drawn) | -8.4%
CCNC(=O)NC(=O)C(C)N1CCN(C(=O)Cc2c[nH]c3ccccc23)CC1 (stereo not drawn) | ?
O=C(Nc1cccc(F)c1)N1CC[C@@]2(CCCN(C(=O)Oc3ccccc3)C2)C1 | 13.1%[57.4 µM]
Cc1ncc2c(n1)C[C@@H]1CC[C@H]2N1C(=O)Nc1ccccc1 | 6.3%
N#Cc1ccccc1S(=O)(=O)N1C[C@@H]2C[C@H](C1)c1c(-c3ccccc3F)ccc(=O)n1C2 | ?
CNC(C)c1ccc2ccccc2c1 (stereo not drawn) | ?
CCOc1cc(CNC2CN3CCC2CC3)ccc1OCc1ccccc1Cl (stereo not drawn) | -14.4%
COCCN1C[C@@H]2CN(C(=O)c3cnc[nH]c3=O)C[C@]2(C(=O)O)C1 | 57.8%[activator]

The results go on.
smiles | ALOX12 inh
C[N+](C)(C)Cc1cccs1 | ?
CC(C)(C)CN1CCC2(CN[S+](=O)([O-])c3cccnc3O2)C1 (stereo not drawn) | 0.5%[6.33 µM]
Cc1ncc2c(n1)C[C@@H]1CC[C@H]2N1C(=O)c1ccoc1 | 28.8%
Cn1cc(C(=O)OCC(=O)NC(C)(C)C)c2ccccc21 | ?
c1cncc(C2=NOC3(CCN(C4CCCCC4)CC3)C2)c1 | -0.4%[12.5 µM]
CC(C)C1c2cccn2-c2ccccc2CN1C(=O)Nc1ccccc1F (stereo not drawn) | -2.9%
CN(C)c1ccc(-c2ccc(N(C)C)cc2)cc1 | ?
CCn1nccc1C(=O)N1CCC2(CC1)c1nccn1-c1ccccc1CN2C | 58.0%[activator]

Next part
smiles | ALOX12 inh
C=CCN1CCN(c2cccc(C(F)(F)F)c2)CC1 | 2.0%
CCc1ccc(C2CCNCC2)cc1 | -13.2%[22.9 µM]
CC(C)NC(=O)NC[C@H]1C[C@@H]2CCN1C[C@@H]2c1cc(-c2ccc3ccccc3c2)nn1C | 45.8%[activator][176 µM]
CC(Nc1ccc([N+](=O)[O-])c2nonc12)c1ccc(Cl)cc1 (stereo not drawn) | ?
CC(C)NC(=O)NC[C@H]1C[C@@H]2CCN1C[C@@H]2c1cc(-c2ccc(F)cc2)nn1C | 55.2%[176 µM]
Clc1cc(Cl)cc(CN2Cc3ccccc3-n3nncc3C2)c1 | 2.8%
CCCS(=O)(=O)Nc1ccc(=O)n2c1[C@@H]1C[C@@H](CN(C(=O)c3ccc(F)cc3)C1)C2 | -15.3%[176 µM]
COc1ccc2c(c1)C1(CCN(C(=O)Nc3ccc4c(c3)OCO4)C1)C(=O)N2C (stereo not drawn) | 13.5%

Rewritten as labelled records: 2 of the compounds above.
SMILES: CCNC(=O)NC(=O)C(C)N1CCN(C(=O)Cc2c[nH]c3ccccc23)CC1 (stereo not drawn)
  ALOX12 inh: ?

SMILES: O=C(Nc1cccc(F)c1)N1CC[C@@]2(CCCN(C(=O)Oc3ccccc3)C2)C1
  ALOX12 inh: 13.1%[57.4 µM]

Going on with the list.
smiles | ALOX12 inh
O=C(NC[C@H]1C[C@@H]2CCN1C[C@@H]2CN1C[C@@H]2C[C@H](C1)c1cccc(=O)n1C2)c1ccccc1 | 20.0%
COc1cc([C@@H]2c3cc4c(cc3[C@H](O)[C@@H](CO)[C@@H]2C(=O)N2CCCC2)OCO4)cc(OC)c1OC | 26.1%
NCCCN1CCN(Cc2ccccc2)CC1 | -9.7%
O=NN(CCF)C(=O)NC1CCC(=O)NC1=O (stereo not drawn) | 3.8%
NC1(c2ccccc2)CCC1 | -0.2%
O=C1CCC2(CCNCC2)CCN1CC1CC1 | -15.4%
C[C@@H]1CC[C@H]2[C@@H](C)C(=O)O[C@@H]3O[C@@]4(C)CC[C@H]1[C@]32OO4 | -0.5%[57.4 µM]
CCOc1cccc(CNCCc2ccc(OC)cc2)c1 | -48.4%

(more compounds)
smiles | ALOX12 inh
COc1ccc(OC)c(S(=O)(=O)N2[C@H]3CC[C@@H]2c2cnc(C)nc2C3)c1 | 12.3%
CCCCC1(C2CCCC2)Cc2cc(OCCCC(=O)O)c(Cl)c(Cl)c2C1=O (stereo not drawn) | 5.1%
COc1ccccc1CNC(=O)[C@H]1CN2CCC1C[C@@H]2Cn1cc(CN(C)Cc2ccccc2)nn1 (stereo partly drawn) | 27.7%
CCCS(=O)(=O)Nc1ccc2n(c1=O)C[C@H]1C[C@@H]2CN(C(=O)Nc2ccc(OC)cc2)C1 | -8.1%
C1CC(NC2CCOCC2)CCN1 | -9.6%
COc1ccc(CC(=O)N2CCN(CC(=O)NC(N)=O)CC2)cc1 | -0.2%
COc1cc2c(cc1OCc1ccccc1)NC(=O)C21CCN(CCC(C)C)CC1 | 19.0%[176 µM]

A portion of the library; the hit share may differ from the screen's.
